High-throughput results: PubChem, several laboratories
IDE cell inh – inhibits human insulin-degrading enzyme in HEK cells. P14735. FAbetaB cleavage, fluorescence polarization. inhibition, % at 5.59 µM. 0.41% of 320,000 active. AID 434962;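 active = percent inhibition above the average of all tested compounds plus 3 SD, set per screening campaign, cut at about 16% in these data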;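 note: IDE supplied by intact live HEK cells; FP after avidin binding of uncleaved biotin substrate so inhibition keeps polarization high; 0% = DMSO wells and 100% = 60 µM reference IDE inhibitor Ii1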
p-CIP stab down – p/CIP protein destabilization. Q05BA5. F442A p/CIP-EGFP cells, EGFP fluorescence, 16 h. decrease of EGFP signal, % at 10 µM. 0.01% of 290,000 active;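 active = EGFP signal decrease of at least 30% at 10 µM or well 3 SD below plate mean, unless failing retest; inactive = the rest, including hits failing retest or dose response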; note: some compounds called inactive have numbers as strong as hits; many of its hits are not listed in these tables
IDE act – activators of human insulin-degrading enzyme in cells; HEK cells, FAbeta-B cleavage, fluorescence polarization; 0% vehicle, 100% cell-free pure enzyme wells; activation, % at 5.96 µM; 0.073% of 340,000 active; AID 493087;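 active = activation above the mean of all tested compounds plus 3 SD, set per screening campaign, cut at about 17% in these data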
CHRM4 PAM – potentiates acetylcholine response at human M4 receptor. CHO-K1 hM4/Gqi5, Fluo-8 calcium fluorescence, ACh EC20; 0% = ACh EC20, 100% = maximal ACh. activation, % at 3 µM. 0.4% of 360,000 active;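 active = activation above its plate's cutoff, the mean activation of sample wells plus 3 SD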; note: some results filed as inactive read as strong as hits
Target sequence (P08173 whole entry, looked up): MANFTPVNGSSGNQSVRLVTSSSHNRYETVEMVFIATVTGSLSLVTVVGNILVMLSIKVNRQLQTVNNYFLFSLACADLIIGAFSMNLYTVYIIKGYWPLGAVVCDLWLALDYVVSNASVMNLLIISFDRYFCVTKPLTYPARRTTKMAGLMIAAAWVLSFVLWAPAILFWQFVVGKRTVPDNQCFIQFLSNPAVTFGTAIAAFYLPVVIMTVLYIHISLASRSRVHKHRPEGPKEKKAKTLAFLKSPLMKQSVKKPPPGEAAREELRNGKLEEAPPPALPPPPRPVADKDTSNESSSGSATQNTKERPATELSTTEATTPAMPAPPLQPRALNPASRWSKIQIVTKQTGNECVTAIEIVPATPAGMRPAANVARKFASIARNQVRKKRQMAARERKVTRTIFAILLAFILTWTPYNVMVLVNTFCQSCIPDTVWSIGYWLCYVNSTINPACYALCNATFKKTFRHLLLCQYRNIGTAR
MEKK3 PB1 HTS – modulators (inhibitors or enhancers) of MEK5 binding to human MEKK3 PB1 domain; bead-based flow cytometry, Alexa488-MEK5 binding to MEKK3; actives lie on both sides; 0 = blocked by unlabeled MEK5, 100 = vehicle; binding response (% of control), % at 10 µM; 1.4% of 290,000 active; AID 1529;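 active = binding response more than 3 SD above or below the average of its plate-row segment, actives on both sides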;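 note: Alexa488 bead fluorescence after subtracting the streptavidin-only scavenger bead signal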
CRFR2-BP antag – blocks CRF-induced signaling of the CRF-BP/CRF-R2 complex. HEK293 CRF-R2/CRF-BP, CRF-induced calcium fluorescence. inhibition, % at 11.8 µM. 0.59% of 350,000 active. AID 588475;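 active = inhibition of the ligand-induced calcium signal above about 50% at the single tested concentration, limit read from the data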
PHOSPHO1 block – PHOSPHO1 (human) inhibition; Q8TCT1; recombinant PHOSPHO1, absorbance phosphatase assay; inhibition, % at 13.3 µM; 1.1% of 290,000 active; AID 1565; in the data active = inhibition above about 60%
GalR3 antag – antagonists of human GalR3. O60755. inhibition, % at 3 µM. AID 651719. HEK293 GalR3-CNG cAMP membrane potential fluorescence; galR3 body fused to GalR1 C-terminus. 0.44% of 360,000 active;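 active = inhibition above the screen-wide average plus 3 SD, cut at about 13% in these data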;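 note: forskolin and galanin both at EC90 stimulate the cells; cAMP rise reported by CNG channel membrane potential dye signal; 0% = forskolin plus galanin with DMSO and 100% = forskolin alone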
Target sequence (O60755 1-299 limits assumed): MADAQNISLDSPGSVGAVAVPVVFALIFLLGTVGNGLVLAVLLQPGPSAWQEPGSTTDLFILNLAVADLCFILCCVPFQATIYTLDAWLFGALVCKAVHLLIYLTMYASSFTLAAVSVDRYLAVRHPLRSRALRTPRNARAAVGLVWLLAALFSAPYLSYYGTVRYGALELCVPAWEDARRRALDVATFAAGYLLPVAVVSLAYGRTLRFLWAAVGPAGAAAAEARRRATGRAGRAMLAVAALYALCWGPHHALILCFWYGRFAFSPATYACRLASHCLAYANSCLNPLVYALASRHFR
CRFR2-BP ag – agonists of human CRF-binding protein/CRF-R2 receptor complex; HEK293 CRF-R2/CRF-BP, calcium dye fluorescence (FLIPR); percent of saturating CRF peptide response; activation, % at 13.2 µM; 0.46% of 350,000 active;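 active = activation of at least 50%, plus an integration ratio under a set limit after plate pattern correction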;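 note: plate controls were neutral control wells without compound for no effect and CRF at EC100 for full effect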
Starred values were filed as active, the others as inactive; . = no result given.

SMILES	IDE cell inh	p-CIP stab down	IDE act	CHRM4 PAM	MEKK3 PB1 HTS	CRFR2-BP antag	PHOSPHO1 block	GalR3 antag	CRFR2-BP ag
CCO[C@@H]1OC(C(=O)NCc2nc3ccccc3[nH]2)=C[C@H](c2ccccc2)[C@H]1CCCO	3	-12	2	1	87	-9	30	2	0.1
CC(Sc1nnc(-c2cccs2)n1-c1ccccc1)C(=O)NCc1ccco1 (stereo unspecified)	0	-11	0	-1	105	2	-24	6	0.5
Clc1ccc2c(c1)-c1[nH]ncc1CS2	9	-7	-21	3	99	5	43	0	-0.8
CCOC(=O)c1sc(=S)n(-c2ccccc2)c1C	2	-3	.	-6	105	8	11	-3	-6.6
CN(C)S(=O)(=O)c1ccc(C(=O)N2CCN(S(=O)(=O)c3cccs3)CC2)cc1	1	20	1	1	103	24	20	-1	4.9
COC(=O)C1=CN(Cc2cccs2)C=C(C(=O)OC)C1c1cccc(OC)c1OC	-3	-8	2	2	107	10	-7	-7	-0.7
Cc1ccccc1CN(c1ccc(C(=O)N/N=C/c2ccc(OCC(N)=O)cc2)cc1)S(C)(=O)=O	6	0	1	13	83	-5	38	-5	-1.5
O=C(NCc1cccs1)c1cc(S(=O)(=O)N2CCOCC2)ccc1N1CCCC1	0	.	1	1	.	-3	.	-5	-1.4
O=C(Nc1nc(-c2ccccc2)c(-c2ccccc2)s1)c1ccc(S(=O)(=O)N2CCCCC2)cc1	-1	-6	4	14	98	-9	-17	7	0.4
COc1ccc(S(=O)(=O)NC2CC2)cc1Br	-1	-8	4	0	99	-33	-26	-8	0.0
CC(=O)NC(=S)Nc1ccccc1N1CCN(C(=O)c2ccccc2)CC1	3	5	-3	0	100	-71	27	-7	3.7
Cc1c(Cl)cccc1NC(=O)CCCN1C(=O)CCC1=O	-2	-5	7	5	.	-15	5	-4	-3.3
O=C1c2ccccc2C(=O)N1CC1c2ccccc2CCN1C(=O)N1CCOCC1 (stereo unspecified)	2	-11	-2	-4	97	-4	-37	.	-0.7
C/C(=N/NS(=O)(=O)c1ccc(Br)cc1)c1cccc(NC(=O)C2CC2)c1	.	.	.	2	.	-5	.	-4	0.4
C=CCn1c(SCC(=O)Nc2ccc3c(c2)OCCO3)nnc1-c1ccccn1	5	-18	2	-3	98	-3	-12	-3	-0.9
CCOc1ccc(CCNC(=O)c2cccc(NC3=NC4CS(=O)(=O)CC4S3)c2)cc1OCC (stereo unspecified)	3	-1	-10	6	102	50*	7	.	-6.0
COc1ccc(S(=O)(=O)N2CCC(C(=O)N3CCc4ccccc4C3)CC2)cc1C	6	-2	4	-12	102	43	12	-7	-3.0
N#CC(C#N)=C1NC2(CCCCC2)Cc2ccccc21	-5	-18	3	9	98	-3	-29	-3	-5.4
O=C(NCCc1cccnc1)c1cc(COc2ccc(F)cc2F)on1	4	1	-5	0	102	15	18	-10	-1.1
OC(COCC(F)(F)C(F)(F)C(F)(F)C(F)F)Cn1c2ccccc2c2ccccc21 (stereo unspecified)	-2	-6	2	-16	93	-30	7	-1	-0.3
Cn1nc(C(=O)N2CCN(c3ccc(F)cc3)CC2)c2c1-c1ccccc1S(=O)(=O)C2	-4	-14	6	-6	104	-6	41	3	-1.4
O=C1c2ccccc2C(=O)N1CCCCc1cn(C[C@H]2CC[C@@H]([C@@H]3CC[C@H](Cn4cc(CCCCN5C(=O)c6ccccc6C5=O)nn4)O3)O2)nn1	8	.	-1	-12	.	-3	.	0	-3.1
CC1CCN(CCCn2c(=S)[nH]c3ccccc3c2=O)CC1	0	-8	0	-6	107	12	14	1	-1.8
COc1ccc(CCNC(=O)Cn2c(=O)n(Cc3ccco3)c(=O)c3ccc(Cl)cc32)cc1OC	.	0	-4	3	88	20	6	-1	-2.9
CCc1ncc(CN2CCCCC2C(=O)Nc2ccc(Oc3ccccc3)nc2)cn1 (stereo unspecified)	-2	-36	5	-1	108	-13	41	-3	-1.4
O=C(NC(Nc1nc2ccc([N+](=O)[O-])cc2s1)(C(F)(F)F)C(F)(F)F)c1ccccc1Cl	7	-2	-2	-10	105	8	0	7	25
CCSc1nnc(SCC(=O)Nc2cc(C)on2)s1	-1	.	-3	0	.	10	.	-5	-4.1
Cc1cc(C(=O)OCC(=O)c2cccc([N+](=O)[O-])c2)c2cccc(C)c2n1	-10	10	5	-1	.	-3	11	1	0.4
CCOCCCNC(=O)C(NC(=O)C1CCC(=O)N1)c1ccc(C)cc1 (stereo unspecified)	1	-8	5	6	109	5	14	-3	-1.1
CCCCCCc1c(C)c2ccc(OCC(=O)N[C@@H](Cc3ccccc3)C(=O)O)cc2oc1=O	-1	-6	1	5	104	-1	8	-6	5.5
NC(=O)NCc1ccc(Cl)cc1	-1	-4	6	13	101	-15	6	0	-0.8
COc1ncnc(OC)c1NC(=O)c1ccc(F)cc1	9	-16	-1	0	106	6	27	-2	-0.2
CCC(C)NS(=O)(=O)c1ccc(S(=O)(=O)Nc2cc3c(cc2C(C)=O)OCO3)cc1 (stereo unspecified)	0	-9	1	-9	101	-7	-14	-5	-1.9
Cn1c(SCC(=O)NCc2ccccc2)ncc(C(=O)Nc2ccccc2)c1=O	-1	.	4	7	.	41	.	0	1.4
O=C(CN(C(=O)CSc1nc2ccccc2o1)c1cccc(F)c1)NC1CCCCC1	-5	-2	4	7	100	-9	24	-6	0.2
CCOC(=O)C1CCN(C(=O)C2CCCN(c3ncnc4c3nc3n4CCCCC3)C2)CC1 (stereo unspecified)	3	5	-7	-2	101	1	13	0	-1.6
COc1ccccc1NC(=O)C(C)OC(=O)c1nc2nc(C)cc(C)n2n1 (stereo unspecified)	7	.	-4	3	.	14	.	-3	-1.6
CCOc1ccc(C(C(=O)NCC2CCCO2)N(Cc2ccccc2)C(=O)c2snc(C(N)=O)c2N)cc1 (stereo unspecified)	0	-2	-1	-8	99	5	28	5	-0.8
Cc1cc(C)c(S(=O)(=O)Nc2ccccc2C(=O)OCC(=O)NCc2ccccc2)c(C)c1	2	-12	1	-10	105	-8	15	-3	6.5
Cc1cccc(N2C(=S)NC3c4cc(Cl)ccc4OC2(C)C3C(=O)N(C)C)c1 (stereo unspecified)	-3	-1	6	-3	108	-17	-18	-7	-0.1
C=CCn1c(=S)[nH]c2nc3c(cc2c1=O)CCCC3	-3	8	0	6	102	-44	-3	-1	4.1
O=C(COc1ccccc1/C=C1/NC(=O)NC1=O)Nc1ccccc1	-1	1	0	1	85	1	23	2	2.1
Cc1ccc(/C=C/C(=O)Nc2ccc(S(N)(=O)=O)cc2)o1	6	2	-4	-6	105	-5	25	4	3.0
COc1ccc(-c2[nH]ncc2CN2CCSCC2)c(OC)c1	-3	-12	5	-4	97	-11	36	-1	2.2
CCOc1ccc(C2/C(=C(\O)c3ccc4c(c3)OCCO4)C(=O)C(=O)N2CCCN2CCOCC2)cc1OC (stereo unspecified)	-11	8	1	6	100	-12	12	-9	2.1
Oc1ccc(CNc2ccccc2O)cc1	-5	-12	5	3	96	-10	15	0	-0.6
Cc1ccc(C(=O)Cn2nc(C(=O)O)c3ccccc3c2=O)cc1C	2	-6	-1	8	101	-12	13	-4	-1.9
CCCCNC(=O)C1CCN(S(=O)(=O)c2c(C)noc2/C=C\c2ccc(OC)cc2)CC1	0	-5	-5	10	110	4	-15	.	7.0
O=C(CCN1C(=O)c2ccccc2C1=O)Nc1sc2c(c1C(=O)NCc1ccco1)CCCC2	1	3	6	0	99	2	2	-4	0.6
COc1cc2c(cc1OC)CN(S(=O)(=O)c1ccccc1F)CC2	-2	-3	1	-4	101	21	5	-5	-2.8

(continued)
SMILES	IDE cell inh	p-CIP stab down	IDE act	CHRM4 PAM	MEKK3 PB1 HTS	CRFR2-BP antag	PHOSPHO1 block	GalR3 antag	CRFR2-BP ag
N#CC(C#N)=C(N)/C(C#N)=C/c1cc(O)c(O)c(O)c1	6	.	-5	-6	.	-7	.	.	5.7
CN(Cc1ccccc1)C(=O)c1cccc(NC(=O)Cc2ccc(NC(=O)C3CCN(C(=O)C4CCCC4)CC3)cc2)c1	.	.	4	-11	.	5	.	-8	2.1
NNC(=O)c1cccc(COCC(F)(F)C(F)F)c1	9	-11	0	11	108	5	6	-6	-0.1
COc1ccc(/C=C2\CCCC3C2=NN(C(=O)CSc2ncn[nH]2)C3c2ccc(OC)cc2)cc1 (stereo unspecified)	-10	-21	-4	9	100	16	-24	-3	-0.7
CCCCn1cnc2c(Sc3c([N+](=O)[O-])ncn3C)nc(N)nc21	.	.	2	0	.	18	.	-2	-0.1
C[N+]1(C)CC2([N+](=O)[O-])CC=C(Oc3ccccc3)C([N+](=O)[O-])(C2)C1 (stereo unspecified)	10	-4	-5	20	80	4	-5	5	-0.9
O=C(Nc1nnc(CCN2CCCCC2)s1)c1ccccc1	0	-2	8	0	99	2	-3	-5	-0.4

Laid out differently: twelve of the compounds above.
Values run as follows: IDE cell inh	p-CIP stab down	IDE act	CHRM4 PAM	MEKK3 PB1 HTS	CRFR2-BP antag	PHOSPHO1 block	GalR3 antag	CRFR2-BP ag
CCO[C@@H]1OC(C(=O)NCc2nc3ccccc3[nH]2)=C[C@H](c2ccccc2)[C@H]1CCCO
 : 3	-12	2	1	87	-9	30	2	0.1
CC(Sc1nnc(-c2cccs2)n1-c1ccccc1)C(=O)NCc1ccco1 (stereo unspecified)
 : 0	-11	0	-1	105	2	-24	6	0.5
Clc1ccc2c(c1)-c1[nH]ncc1CS2
 : 9	-7	-21	3	99	5	43	0	-0.8
CCOC(=O)c1sc(=S)n(-c2ccccc2)c1C
 : 2	-3	.	-6	105	8	11	-3	-6.6
CN(C)S(=O)(=O)c1ccc(C(=O)N2CCN(S(=O)(=O)c3cccs3)CC2)cc1
 : 1	20	1	1	103	24	20	-1	4.9
COC(=O)C1=CN(Cc2cccs2)C=C(C(=O)OC)C1c1cccc(OC)c1OC
 : -3	-8	2	2	107	10	-7	-7	-0.7
Cc1ccccc1CN(c1ccc(C(=O)N/N=C/c2ccc(OCC(N)=O)cc2)cc1)S(C)(=O)=O
 : 6	0	1	13	83	-5	38	-5	-1.5
O=C(NCc1cccs1)c1cc(S(=O)(=O)N2CCOCC2)ccc1N1CCCC1
 : 0	.	1	1	.	-3	.	-5	-1.4
O=C(Nc1nc(-c2ccccc2)c(-c2ccccc2)s1)c1ccc(S(=O)(=O)N2CCCCC2)cc1
 : -1	-6	4	14	98	-9	-17	7	0.4
COc1ccc(S(=O)(=O)NC2CC2)cc1Br
 : -1	-8	4	0	99	-33	-26	-8	0.0
CC(=O)NC(=S)Nc1ccccc1N1CCN(C(=O)c2ccccc2)CC1
 : 3	5	-3	0	100	-71	27	-7	3.7
Cc1c(Cl)cccc1NC(=O)CCCN1C(=O)CCC1=O
 : -2	-5	7	5	.	-15	5	-4	-3.3
